S3 lipid droplet: qHTS Assay for Lipid Storage Modulators in Drosophila S3 Cells; Drosophila S3 cells, BODIPY lipid droplet fluorescence, 18-24 h; cells fed with added oleic acid; lipid storage change, negative = inhibition, % at the top dose, mostly 46.1 µM; hits show Potency in µM; 0.64% of 320,000 active; AID 2685; active = well fitted inhibition curve with a large enough effect in the signal ratio, with a control signal flat, not every such curve was filed as active; inconclusive = small, poorly fitted or top-dose-only effect, or effect the other way, or a change in a side signal; the % refers to the signal ratio
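Drosophila S3 cells got compounds at several concentrations plus oleic acid (400 uM solution). Laser-scanning cytometry with 488 nm excitation read lipid droplets at 500-530 nm and cells at 575-640 nm. Percent activity was relative to 20 uM Triacsin C.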
S3 lipid droplet cell count max: recorded beside S3 lipid droplet, whose call it bears; cell number change, %; measured here: cell count max response;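 cells counted by Cell Tracker Red CMTPX staining in the red channel; peak over a dose series mostly up to 46.1 µM; percent activity relative to internal control wells on each plate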
Starred values were filed as active, the others as inactive; i = inactive; u = inconclusive; x = not tested or not shown. % is scaled to controls: 0 for no effect and ±100 for the full control effect; potency is read from the fitted curve at half-maximal effect.

SMILES	S3 lipid droplet	S3 lipid droplet cell count max
C[N+]12CN3CN(CN(C3)C1)C2	u	x
CC(C)[C@]12CC(=O)[C@H](C)[C@H]1C2	0%	-2
OCC12CO[C@@H]3c4ccccc4[C@H](OC1)N32 (stereo partly specified)	u	x
CC1CCCC(C)N1/N=C/c1c[nH]c2ccc(Br)cc12 (stereo unspecified)	u	x
Cc1ccc(C(=O)C2CN(C)CC2C(=O)c2ccc(C)cc2)cc1 (stereo unspecified)	u	x
Cc1ccc(O)c(C(=O)c2cc(C(=O)NCCC(C)C)c(=O)n(CCC(C)C)c2)c1	u	x
O=C(COC(=O)Cc1ccccc1)Nc1cc(S(=O)(=O)N2CCCCC2)ccc1Cl	u	x
COc1cc2ccc(=O)oc2c2ccoc12	u	x
CN1C(=O)C(=Cc2ccc(N3CCOCC3)o2)C(=O)N(C)C1=O	u	x
Cc1c(Cl)cccc1NC(=S)N1CC2CC(C1)c1cccc(=O)n1C2 (stereo unspecified)	1%	8
COc1ccccc1CNCCc1ccc(F)cc1	-9%	-5
Cc1ccc(-n2c(C)cc(/C=C3\C(=O)NC(=O)N(C)C3=O)c2C)cc1C	u	x
NC(Cc1nc2ccccc2[nH]1)c1ccc(Cl)cc1 (stereo unspecified)	-8%	0
CC(C)(C)c1ccc(C(=O)C2CCCN(C3CCC3)C2)cc1 (stereo unspecified)	u	x
COc1ccc(OC)c(N2C(=O)CC(=O)NC2=O)c1	i	19
CCN1CCN(Cc2nnnn2C(C)(C)C)CC1	-13%	x
C/C(CC(c1ccccc1)c1c(O)c2ccccc2oc1=O)=N\NC(N)=S (stereo unspecified)	12%	2
COCCNC(=O)N1[C@H]2CC[C@@H]1C(C(=O)OC)=C(c1cccc(C#N)c1)C2	19%	6
Cc1ccc(-n2c(-c3cccs3)nc3ccccc3c2=O)cc1	u	x
CCOP(=O)(OCC)C(NC(=O)c1cccs1)c1ccccc1 (stereo unspecified)	u	x
CC1=C2[C@@H]3OC(=O)[C@H](C)C3CC[C@@]2(C)C=CC1=O (stereo partly specified)	i	-21
Cn1c(=O)oc2cc(S(=O)(=O)NCCN3CCN(c4ccccc4F)CC3)ccc21	u	x
Cc1ccccc1OCCCn1cc(C(=O)C(=O)N2CCOCC2)c2ccccc21	i	-2
COc1cc2c(cc1OC)CC[N+](C)=C2	-3%	12
O=C(NCc1ccccn1)c1ccccc1Cl	i	10
CC/C(=C\C=C\[C@@H]1C=C[C@@H]2CCC[C@H]2[C@@H]1C(=O)c1ccc[nH]1)[C@@H]1O[C@@H]([C@@H](C)C(=O)O)CC[C@@H]1C	u	x
O=C(/C=C/c1ccc(Cl)cc1)NC(=S)N1C[C@H]2C[C@H](C1)c1cccc(=O)n1C2	i	15
COc1ccc(CC[n+]2cc(/N=C(\C)[O-])on2)cc1OC	6%	-13
O=C(CNS(=O)(=O)c1cccs1)N1CCC2(CC1)OCCO2	-14%	-19
CC1CCC(N(C)C2CCN(C)CC2)CC1 (stereo unspecified)	i	-24
Cc1nn(Cc2ccc(Cl)cc2Cl)c(Cl)c1C(=O)Nc1ccc(OC(F)F)cc1	u	x
CN(C)C(=O)Oc1ccc(-c2cn3cc(C(F)(F)F)ccc3n2)cc1	2%	12
COc1ccc(-c2nn(CCC#N)cc2C(=O)Nc2ccccc2Br)cc1	-22%	-1
Cc1cc(C(=O)N=Nc2c(O)n(C)c3ccccc23)c(C)o1	29%	18
O=C(O)c1cccc2nc3ccccc3nc12	-8%	6
O=C1CN=C(c2cccc(Br)c2)c2cc(Br)ccc2N1	u	x
Cc1ccccc1-n1c(O)c(C=Nc2ccc(N(C)C)cc2)c(=O)[nH]c1=O	u	x
CCCCCc1nc2c(c(=O)c3ccccc3n2C)c(=O)n1C1CCCCCC1	u	x
COC(=O)C1=CO[C@@H](C)[C@@H]2CN3CC[C@@]4(C(=O)Nc5ccccc54)[C@@H]3C[C@H]12	-7%	x
CCS(=O)(=O)N1CCC(C(=O)N2CCC3(CC2)OCCO3)CC1	u	x
O=C(c1cc2c(s1)-c1ccccc1OC2)N1CCC2(CC1)OCCO2	u	x
OC(c1ccccc1)(c1ccccc1)C1CCNCC1	26µM*	x
Cn1c(NN=O)nc2ccccc21	u	x
CCCc1nc2ccccc2c(=O)n1-c1ccc(OC)cc1	-12%	2
C=CCn1c(O)c(C(C)=NCCC2=CCCCC2)c(=O)[nH]c1=O	u	x
CC(C)(C)C(=O)OC[N+](C)(C)CCOC(=O)C(O)(c1ccccc1)C1CCCC1 (stereo unspecified)	-15%	-9
Cc1cc(C)c(N=Cc2c(O)[nH]c(=O)[nH]c2=O)c(C)c1	6%	1
O=C1NC(=O)C(=Cc2ccc(Sc3ccccc3)o2)C(=O)N1	u	x
CN1C(=O)/C(=C/C=C/c2ccco2)C(=O)NC1=S	u	x
O=C1CCCN1C(=O)c1cncc(Br)c1	u	x
CCSc1nnc(C(N)Cc2ccccc2)o1 (stereo unspecified)	-11%	-4
CC(=O)C1C(=O)NC23CCCCC2C1c1ccccc1O3 (stereo unspecified)	i	x
COc1ccccc1OCC(=O)N1CCN(Cc2ccc3c(c2)OCO3)CC1	i	-1
Cc1cc(C)nc(-n2c(C)nc3cc(Cl)ccc3c2=O)c1	u	x
CCOc1ccc(N2C(=O)NC(=O)/C(=C/c3cnc(SC)nc3)C2=O)cc1	0%	5
C=CCn1c(O)c(C(CC)=Nc2ccc(N(CC)CC)cc2)c(=O)[nH]c1=O	u	x
CC(C)(C)c1ccc(/C=C2\Oc3cc(OC(=O)N4CCOCC4)ccc3C2=O)cc1	u	x
Cc1ccc(NP(=O)(Oc2ccccc2F)Oc2ccccc2F)cc1C	33µM*	-29*
COc1ccc(C(=O)C2(C)N(O)C(C)C(c3cccs3)=[N+]2[O-])cc1 (stereo unspecified)	u	x
CC(C)[C@@]1(NC(=O)[C@@H]2C=C3c4cccc5[nH]cc(c45)C[C@H]3N(C)C2)O[C@@]2(O)[C@@H]3CCCN3C(=O)[C@H](Cc3ccccc3)N2C1=O	0%	0
Remaining list, next part:
SMILES	S3 lipid droplet	S3 lipid droplet cell count max
O=c1c2ccccc2ncn1-c1ccc([N+](=O)[O-])c(C(F)(F)F)c1	13%	7
COC(=O)C1=C(c2ccc(-c3ccccc3)c(F)c2)C[C@@H]2CC[C@H]1N2C(=O)NCCNC(C)=O	u	x
CCN(CC)P(c1n(C)cc[n+]1C)N(CC)CC	u	x
CCC1(CC)C(=O)C=CNC1=O	-26%	x
CC(=O)O[C@@]12CO[C@@H]1C[C@H](O)[C@@]1(C)C(=O)[C@H](O)C3=C(C)[C@@H](O)C[C@@](O)([C@@H](OC(=O)c4ccccc4)C12)C3(C)C (stereo partly specified)	u	x
CCOC(=O)c1c(-n2c(C)cc(C=C3C(=O)NC(=S)NC3=O)c2C)sc2c1CCCC2	u	x
O=C(Nc1nccs1)C(Cl)(Cl)Cl	u	x
CC(C)c1ccc(C2N3CCCN23)cc1 (stereo unspecified)	u	x
Cc1cc2ccccn2c1C(C[N+](=O)[O-])c1c(F)cccc1Cl (stereo unspecified)	u	x
Cc1cc(C)[n+](C2C3CC4CC(C3)CC2C4)o1 (stereo unspecified)	u	x
COC(=O)C1=C(c2ccc(C(C)=O)cc2)C[C@@H]2CC[C@H]1N2C(=O)N1CCCC1	u	x
O=c1[nH]c(O)c(C=Nc2ccc(F)c(Cl)c2)c(=O)[nH]1	u	x
Cc1nc(Cl)sc1C(=O)Nc1ccc2ccccc2c1	u	x
Cc1ccc(C2(O)CCN3CCCCC32)cc1 (stereo unspecified)	u	x
C[N+]1(C)CCOC(O)(c2ccc(-c3ccc(C4(O)C[N+](C)(C)CCO4)cc3)cc2)C1 (stereo unspecified)	-7%	0
Cc1ccc(-n2c(O)c(/C=N/c3ncc(Br)cc3Br)c(=O)[nH]c2=O)cc1	u	x
CN1CCC2(O)OCCCC2C1 (stereo unspecified)	6%	x
CCOc1cc(C(=O)N2CCC3(CC2)OCCO3)cc(OCC)c1OCC	i	x
C=CCN1C(=O)NC(=O)/C(=C/c2ccoc2)C1=O	-1%	-2
CCC(=NCCCO)c1c(O)n(-c2ccc(OC)cc2)c(=O)[nH]c1=O	u	x
COC(=O)c1cccc(N=Cc2c(O)n(Cc3ccc(F)cc3)c(=O)[nH]c2=O)c1	1%	14
O=C1NC(=S)N(C2CC2)C(=O)/C1=C/c1ccc2c(c1)CCN2CCCCl	-1%	-7
COc1ccc(CCC(=O)NCCc2cnc[nH]2)cc1	-4%	-18
CCC1C(C#N)=C(N)Oc2c1c(=O)oc1ccccc21 (stereo unspecified)	u	x
Clc1ccc2c(N3CCNCC3)ccnc2c1	u	x
CC(Cc1ccccc1)[n+]1cc(/N=C(\[O-])N(C)C)on1 (stereo unspecified)	u	x
CCn1c(=O)cc(OCC(=O)N2CCC3(CC2)OCCO3)c2ccccc21	u	x
Cc1ccnc(-n2c(C)cc(/C=C3\C(=O)NC(=S)N(C)C3=O)c2C)c1	-19%	-4
Cc1cc(Cl)ccc1OC(C)C(=O)O (stereo unspecified)	u	x
CN1C(=O)N(C)C(=O)C2(Sc3ccccc3C2=O)C1=O	u	x
COc1ccc(O)c2c(=O)c3c(OC)cc4c(c3oc12)C1C=COC1O4 (stereo unspecified)	14%	23
Cc1cc(C=C2C(=O)N(C)C(=S)N(C)C2=O)c(C)n1C1CCCCC1	u	x
CN1C(=O)C(=Cc2ccc(Sc3ccccc3)o2)C(=O)N(C)C1=O	-2%	16
CCCCn1c(=O)c(C(=O)Nc2ccccn2)c(O)c2ccccc21	u	x
CC1(C)CN(S(=O)(=O)OCC(Cl)(Cl)Cl)C(=O)N1	u	x
COC1=C[C@@H]2C3=C([C@@H]2C1=O)[C@@H](NC(C)=O)CCc1cc(OC)c(OC)c(OC)c13	u	x
CCN(CC)C(=O)c1ccc(NC(=O)c2cc(-n3cnnc3)ccc2Cl)cc1	u	x
C[C@H](NC(=O)CCC(=O)N1C[C@H]2C[C@H](C1)c1cccc(=O)n1C2)c1ccccc1	u	x
Cc1ccccc1[N+](=O)[O-]	-31%	6
COc1cccc(C2CCN(CC(=O)Nc3cc(Cl)ccc3OC)CC2O)c1 (stereo unspecified)	u	x
COc1ccc(Cn2c(=O)oc3ccccc32)cc1F	u	x
O=C(O)CSC(=S)N1CC2CC(C1)c1cccc(=O)n1C2 (stereo unspecified)	-13%	8
O=C(c1cc(-c2ccc(Cl)cc2)n(-c2ccc(Cl)cc2Cl)n1)N1CCOCC1	-16%	x
COc1cc2occc2c2oc(=O)ccc12	u	x
CCOC(=O)CSc1ccc(C(=O)N2CCC3(CC2)OCCO3)cc1[N+](=O)[O-]	u	x
C[C@]12CCC(=O)C=C1CCC1C2CC[C@@]2(C)C1CC[C@@]2(O)CC#N (stereo partly specified)	u	x
Cn1c(O)c(C(c2ccncc2)c2c(O)n(C)c(=S)n(C)c2=O)c(=O)n(C)c1=S	u	x
Fc1ccc(Cn2nnnc2C(c2ccc(Cl)cc2)N2CC=C(c3ccc(F)cc3)CC2)cc1 (stereo unspecified)	u	x
COC(=O)C1=C(c2ccc(OC(F)(F)F)cc2)C[C@@H]2CC[C@H]1N2C(=O)NC1Cc2ccccc2C1	u	x
CCCCn1c(=O)c(C(=O)Nc2ccccc2)c(O)c2ccccc21	7%	13
O=C1NC(=O)C(CCc2ccncc2)(CCc2ccncc2)C(=O)N1Cc1ccc(F)cc1	9%	-4
O=C(CNC(=O)c1cccc(Cl)c1)Nc1ccc(Br)cc1C(=O)c1ccccc1	-26%	23
Cc1cc(Cl)ccc1OCC(=O)N1CCN(C)CC1	u	x

Ordered by SMILES length (smallest number first): part of the list above.
SMILES	S3 lipid droplet	S3 lipid droplet cell count max
COc1cc2occc2c2oc(=O)ccc12	u	x
Cc1cc(Cl)ccc1OCC(=O)N1CCN(C)CC1	u	x
CCCCn1c(=O)c(C(=O)Nc2ccccc2)c(O)c2ccccc21	7%	13
C[C@]12CCC(=O)C=C1CCC1C2CC[C@@]2(C)C1CC[C@@]2(O)CC#N (stereo partly specified)	u	x
CCOC(=O)CSc1ccc(C(=O)N2CCC3(CC2)OCCO3)cc1[N+](=O)[O-]	u	x
O=C1NC(=O)C(CCc2ccncc2)(CCc2ccncc2)C(=O)N1Cc1ccc(F)cc1	9%	-4
Fc1ccc(Cn2nnnc2C(c2ccc(Cl)cc2)N2CC=C(c3ccc(F)cc3)CC2)cc1 (stereo unspecified)	u	x

Reprinted from above for reference:
SMILES	S3 lipid droplet	S3 lipid droplet cell count max
COc1cc2occc2c2oc(=O)ccc12	u	x
CCOC(=O)CSc1ccc(C(=O)N2CCC3(CC2)OCCO3)cc1[N+](=O)[O-]	u	x
C[C@]12CCC(=O)C=C1CCC1C2CC[C@@]2(C)C1CC[C@@]2(O)CC#N (stereo partly specified)	u	x
Cn1c(O)c(C(c2ccncc2)c2c(O)n(C)c(=S)n(C)c2=O)c(=O)n(C)c1=S	u	x
Fc1ccc(Cn2nnnc2C(c2ccc(Cl)cc2)N2CC=C(c3ccc(F)cc3)CC2)cc1 (stereo unspecified)	u	x
COC(=O)C1=C(c2ccc(OC(F)(F)F)cc2)C[C@@H]2CC[C@H]1N2C(=O)NC1Cc2ccccc2C1	u	x
CCCCn1c(=O)c(C(=O)Nc2ccccc2)c(O)c2ccccc21	7%	13

The list is partial; count on the stated rates, not on these rows.
